High-throughput results from PubChem BioAssay.
PDI turbidity: inhibitors of human PDI, primary screen, biochemical, turbidity, single point, plate reader | hit rate 0.052% among 350,000 | Protein disulfide-isomerase (Homo sapiens), P07237 | AID 588391, 2011 | PDI insulin aggregation turbidity, A650, 90 min | inhibition, % at 10 µM;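 active = mean inhibition across replicates of 30% or more, whatever share of single replicates reach that level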;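 also: absorbance from insulin aggregation driven by PDI reduction with DTT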
Target sequence (P07237 whole entry, looked up): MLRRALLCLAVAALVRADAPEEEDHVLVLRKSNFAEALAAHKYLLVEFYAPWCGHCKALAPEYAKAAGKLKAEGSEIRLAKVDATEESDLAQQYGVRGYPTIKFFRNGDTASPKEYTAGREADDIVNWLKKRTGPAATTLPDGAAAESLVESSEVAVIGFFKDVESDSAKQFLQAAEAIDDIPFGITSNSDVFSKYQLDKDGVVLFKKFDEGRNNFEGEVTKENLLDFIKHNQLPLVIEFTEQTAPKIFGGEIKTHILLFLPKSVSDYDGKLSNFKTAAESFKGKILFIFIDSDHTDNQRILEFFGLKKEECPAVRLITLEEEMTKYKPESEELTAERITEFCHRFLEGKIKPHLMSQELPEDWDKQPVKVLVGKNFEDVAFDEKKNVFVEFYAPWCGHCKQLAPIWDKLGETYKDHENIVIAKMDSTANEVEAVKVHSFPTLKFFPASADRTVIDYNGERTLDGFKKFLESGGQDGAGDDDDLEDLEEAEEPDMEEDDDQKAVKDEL
Vif inh: HIV Vif self-association inhibitors, primary screen, imaging, HEK293T, single point; HEK293T cells, Vif self-association by quenched fluorescence, 24 h; inhibition, % at 7.49 µM; hit rate 0.35% among 340,000; in the data active = inhibition above about 50%, passing the limit was not always enough; also: some results filed as inactive read as strong as hits
Granule exo inh: LAMP-1 surface exposure blockers, TALL-104 cells – cell-based, flow cytometry, MLPCN library, primary screen; inhibition, % at 10 µM; TALL-104 LAMP-1 surface exposure; cells stimulated with thapsigargin and PMA; AID 651702, 2012; hit rate 0.66% among 360,000;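 active = inhibition above about 55%, limit read from the data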
CaV13 FRET inh: Disruptors of the CACNA1D IQ motif to Ca2+-dependent inactivation inhibitor domain association, primary screening, Förster resonance energy transfer in intact living …; hit rate 0.098% among 340,000; inhibition, % at 12.3 µM; HEK cells, CFP/YFP FRET ICDI-IQ, plate reader, 10 min; percent FRET-ratio fall versus neutral wells; AID 743397;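 active = mean replicate inhibition of at least 30% and at least 1% of replicates passing that level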;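 also: 0% = median of the neutral control wells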
HIF-2a inh: HIF-2a reporter inhibitors, primary screen, luminescence, 786-0 RCC cells; 786-0 RCC cells HIF-2a reporter, luciferase luminescence, overnight; inhibition, % at 18.8 µM; hit rate 0.72% among 360,000;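 active = inhibition of the luminescence signal of 40% or more relative to plate controls, in a single-dose primary screen at 18.75 µM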
NR2E3 ag-1: NR2E3 agonists in two-hybrid cells, primary screen, cell-based, luminescence, CHO-S, Gal4-NCOR/VP16-NR2E3 | Photoreceptor-specific nuclear receptor (Homo sapiens), Q9Y5X4 | luciferase | inhibition of corepressor binding, % at 3.98 µM | hit rate 0.35% among 360,000 | AID 602229, 2012;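 active = inhibition above the mean of all tested compounds plus 3 SD, cut at about 70% in these data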;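 also: 0% = DMSO with NR2E3 transfected cells and 100% = cells lacking NR2E3 construct; higher means lower luciferase signal from less NR2E3 corepressor binding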
Target sequence (Q9Y5X4 whole entry, looked up, the tested form may be a part): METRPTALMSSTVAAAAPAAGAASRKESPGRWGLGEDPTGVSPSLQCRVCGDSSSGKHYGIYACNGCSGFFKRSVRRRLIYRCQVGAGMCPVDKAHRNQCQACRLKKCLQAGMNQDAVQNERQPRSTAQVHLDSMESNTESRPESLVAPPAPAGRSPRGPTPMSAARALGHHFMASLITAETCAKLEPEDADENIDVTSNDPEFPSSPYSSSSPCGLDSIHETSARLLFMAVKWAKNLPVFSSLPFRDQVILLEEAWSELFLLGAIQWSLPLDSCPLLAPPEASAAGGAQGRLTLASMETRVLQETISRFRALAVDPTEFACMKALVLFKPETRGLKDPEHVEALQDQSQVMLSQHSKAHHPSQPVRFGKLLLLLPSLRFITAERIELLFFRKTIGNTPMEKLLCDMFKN
NR2E3 ag-2: inhibitors of NR2E3-RetCOR corepressor binding, primary screen, NR2E3 agonist project, biochemical, TR-FRET, GST-NR2E3, biotin-RetCOR | Photoreceptor-specific nuclear receptor (Homo sapiens), Q9Y5X4 | 1536-well | inhibition of corepressor binding, % at 4.78 µM | hit rate 0.12% among 320,000 | AID 2300, 2010;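 active = percent inhibition above the cutoff of mean plus 3 SD of all tested compounds, set per screening campaign, cut at about 20% in these data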;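 also: 0% = DMSO wells and 100% = biotin wells as full block of FRET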
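Material: NR2E3–RetCOR corepressor complex / Amount: 1.35 nM GST-NR2E3 / Medium: Tris pH 7.5 / Compound: single nominal compound dose of 4.8 µM / Incubation: 5 h at 4 °C / Technique: TR-FRET, Eu(K)-anti-GST donor, streptavidin-D2 acceptor, ex 340, em 617/671 nm / Read-out basis: percent loss of FRET ratio relative to control wells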
Peg3 prom inh: Peg3 promoter-driven luciferase inhibitors, primary screen, cell-based, HeLa, luciferase luminescence; HeLa PEG-Prom luciferase reporter, overnight; inhibition, % at 20 µM; hit rate 1.7% among 360,000; AID 588405, 2011;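 active = inhibition of at least 50% at 20 µM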
aDG glyco act: activators of alpha-DG glycosylation, primary screen, uHTS, Pro5-aDG cells, AlphaScreen | alpha-DG glycosylation AlphaScreen (IIH6); 0% Pro5, 100% B10-LARGE cell signal | activation, % at 10 µM | hit rate 0.22% among 360,000 | AID 624168, 2012;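 active = activation of at least 8% versus controls, or a plate z-score of at least 8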;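 also: Pro5 are CHO cells carrying HIG-tagged alpha-DG that lacks glycosylation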
hiPSC survival: enhancers of single-cell hiPSC survival, primary screen, ATPlite luminescence; 100% = ROCK inhibitor wells, 0% = DMSO; survival enhancement, % at 20 µM; hit rate 0.044% among 360,000; AID 602274, 2012; in the data active = survival enhancement above about 18%;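 also: cells exposed to compounds for 16 hours before the ATP read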
TRPM1 prom inh: inhibitors of MITF-dependent TRPM1 promoter reporter, primary screen, cell-based, SK-MEL-5, single point, luciferase. inhibition, % at 12.5 µM. SK-MEL-5 TRPM1 promoter luciferase, 24 h. AID 488899, 2010. hit rate 0.83% among 330,000;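 active = mean inhibition across replicates of 60% or more, whatever share of single replicates reaches that level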; also: values of inactives mirror those of a sister screen read the other way
Starred values were filed as active, the others as inactive; . = not tested or not shown.

canonical_smiles,NR2E3 ag-2,Peg3 prom inh,Granule exo inh,CaV13 FRET inh,hiPSC survival,aDG glyco act,NR2E3 ag-1,HIF-2a inh,Vif inh,TRPM1 prom inh,PDI turbidity
CN1CCN(CCCNc2nc3ccccc3c3nc(-c4ccccc4)nn23)CC1,.,2.6,11.6,1.9,-0.5,0.3,7.3,-63.0,0.1,-13.4,7.6
CCN(CC)c1ncnc2c1ncn2Cc1c(Cl)cccc1Cl,2.0,7.9,-5.8,.,-1.5,-0.2,7.9,26.2,-8.5,7.7,-1.4
CC1(C)CC2CC(C)(CN2c2ncnc3ccccc23)C1 (stereo not given),1.6,11.6,-4.1,-7.7,0.8,2.0,26.5,11.0,-10.1,11.8,4.4
c1cc(C2CCN(Cc3nc(-c4ccc5c(c4)OCO5)no3)CC2)ccn1,1.1,-2.0,-2.3,-6.0,1.3,0.7,-14.1,-5.3,-0.2,7.1,1.6
CCOC(=O)C1C(=O)NC(N2CCN(c3ccccc3)CC2)=NC1c1ccccc1 (stereo not given),4.6,2.3,-2.9,.,1.3,-0.2,8.7,-13.9,-1.1,0.1,4.6
O=C(Nc1cccc(Cl)c1)c1cc(S(=O)(=O)NCCc2ccc(Cl)cc2)ccc1F,-2.2,34.9,46.8,9.1,-1.0,0.2,-2.7,12.9,-6.5,0.1,2.7
Cc1cccc(NS(=O)(=O)c2ccc(Cl)cc2)n1,4.0,14.4,-0.1,-4.6,-0.6,-0.1,5.9,17.3,-5.3,-1.4,-0.9
O=C(NC1CC1)c1ccc2nc([C@H]3C[C@H](O)[C@@H](CO)O3)[nH]c2c1,.,-1.1,-2.1,-5.2,1.2,-0.1,-9.2,9.5,4.9,.,3.4
CCOc1cc(CNn2c(C)nnc2SCC(=O)NC(C)(C)C)ccc1OCC(=O)NC(C)(C)C,2.9,15.4,16.2,-10.9,0.4,-0.1,0.5,7.8,11.7,5.9,-1.2
CN1CCN(c2ccc(S(=O)(=O)N3CCCCC3)cc2NC(=O)c2ccc3ccccc3c2)CC1,-2.6,22.9,3.8,-3.0,-1.9,0.4,8.3,-1.5,-2.2,-25.4,19.6
Cc1ccc(C2CC(c3cccc(C)c3)n3nc(N)nc3N2)cc1 (stereo not given),2.4,-12.4,-4.6,-17.4,4.4,0.2,2.3,-53.6,5.1,-6.6,.
Cc1nc(SCC(=O)N2CCOCC2)c2c3c(sc2n1)CCC3,.,9.4,-0.8,-9.4,0.1,0.0,-23.5,-3.0,-3.1,1.7,-14.0
Oc1ccc(-c2csc(Nc3ccccn3)n2)cc1,1.4,-314.6,-3.8,-1.5,-0.3,0.1,-119.6,-292.8,-11.0,-52.4,0.9
COc1cccc(NC(=O)CCCN2C(=O)C3CC=CCC3C2=O)c1 (stereo not given),1.7,-8.9,-2.9,-1.9,-0.4,0.5,-2.3,-21.7,.,1.6,10.2
COc1ccccc1N1CCN(/N=C/c2cccc(Cl)c2)CC1,1.3,-287.1,5.3,-4.5,-0.3,-0.4,-85.1,-272.9,-9.5,-97.2,3.1
Nc1ccc(N2CCOCC2)cc1C(F)(F)F,1.2,3.7,-4.5,7.8,0.1,0.7,-12.0,13.3,14.3,8.1,-1.0
COc1cccc(/C=N\NC(=O)C2=NNC(=O)C2C)c1O (stereo not given),-5.1,-7.8,-2.9,-5.6,-1.6,0.2,-20.1,-54.1,-3.3,-2.7,9.2
CC(C)(C)C(=O)Nc1cccc(S(=O)(=O)NC2=NCCC2)c1,2.6,2.4,20.5,-2.1,0.5,0.0,4.8,6.2,.,6.2,5.7
COC(=O)C1=C(C)NC(=O)C1(NC(=O)c1ccncc1)C(F)(F)F (stereo not given),5.1,11.7,-1.2,1.0,-0.7,0.0,1.7,12.3,-5.8,-7.7,4.0
Cc1cc(=O)n2c(sc3ccccc32)c1C#N,-3.0,-24.4,-1.2,-4.3,-1.2,1.4,-3.8,-42.8,8.2,-15.2,2.9
COc1cccc(NC(=O)COc2cccc(-n3cnnn3)c2)c1,-0.9,1.2,-0.9,-4.5,-0.4,0.0,-11.1,-3.8,0.5,-10.2,2.7
c1ccc(C[n+]2cccc(-c3ccccc3)c2)cc1,3.4,1.9,2.1,-2.9,-1.7,-0.2,-23.0,13.7,1.5,-1.7,1.7
NS(=O)(=O)c1ccc(CCNC(=O)c2ccc3c(c2)OCO3)cc1,2.8,0.6,-3.8,-7.6,-0.1,-0.1,-12.7,-2.8,9.0,-1.9,-3.8
O=C(OCCOCCN=C1NS(=O)(=O)c2ccccc21)c1ccc(F)cc1,3.6,2.8,-5.0,-2.3,0.1,-0.2,-1.4,-4.0,3.9,1.6,4.1
CCOc1ccc(OCCC(=O)NNC(=O)c2ccccc2Cl)cc1,-4.2,0.8,-5.6,-7.2,0.7,0.3,1.5,8.2,-4.2,2.7,-7.0
CC1CCc2sc(C(=O)NNC(=O)c3ccncc3)cc2C1 (stereo not given),-0.6,-22.8,-3.9,-5.4,-0.6,0.1,-14.3,-5.0,2.5,-6.5,0.8
O=C(CCc1c[nH]c2ccccc12)NCC1CCCO1 (stereo not given),2.6,-0.8,3.2,-5.0,2.6,-0.1,-7.9,1.4,-5.4,-2.0,-7.2
CCN(CC)S(=O)(=O)N1CCC(C(=O)NC(C)CCc2ccccc2)CC1 (stereo not given),1.4,15.5,-0.2,-5.6,0.1,0.0,0.3,6.8,.,7.8,-0.8
Cc1ccccc1-c1nc(Cc2ccc(Cl)cc2)no1,0.2,-134.5,-8.3,.,-2.7,0.1,-25.4,-200.7,3.1,-60.5,-6.3
N#CCCN(CCCN1CCOCC1)CN1C(=O)c2ccccc2C1=O,.,10.5,-0.6,-14.6,0.4,-0.3,4.1,8.3,-5.0,.,9.4

Quoted at random: 3 compounds from above, in no set order.
canonical_smiles,NR2E3 ag-2,Peg3 prom inh,Granule exo inh,CaV13 FRET inh,hiPSC survival,aDG glyco act,NR2E3 ag-1,HIF-2a inh,Vif inh,TRPM1 prom inh,PDI turbidity
O=C(NC1CC1)c1ccc2nc([C@H]3C[C@H](O)[C@@H](CO)O3)[nH]c2c1,.,-1.1,-2.1,-5.2,1.2,-0.1,-9.2,9.5,4.9,.,3.4
Cc1cccc(NS(=O)(=O)c2ccc(Cl)cc2)n1,4.0,14.4,-0.1,-4.6,-0.6,-0.1,5.9,17.3,-5.3,-1.4,-0.9
Cc1cc(=O)n2c(sc3ccccc32)c1C#N,-3.0,-24.4,-1.2,-4.3,-1.2,1.4,-3.8,-42.8,8.2,-15.2,2.9

Later entries
canonical_smiles,NR2E3 ag-2,Peg3 prom inh,Granule exo inh,CaV13 FRET inh,hiPSC survival,aDG glyco act,NR2E3 ag-1,HIF-2a inh,Vif inh,TRPM1 prom inh,PDI turbidity
CC1=CC(=O)C(C(C)C)=C/C1=N/OS(=O)(=O)c1ccccc1,-5.9,106.0*,9.7,0.4,-0.9,-0.1,8.4,-16.1,-5.2,17.2,-6.3
COc1ccc(C(=O)N2CCC2(C)C(=O)O)cc1F (stereo not given),.,2.6,-2.9,-11.0,1.2,-0.2,-25.6,-7.7,3.9,.,9.3
OCn1ncn(-c2ccccc2)c1=S,3.2,17.2,-0.1,.,-0.5,0.2,-15.1,16.0,28.8,3.3,-8.8
CC(C)OCCCNC(=O)c1cc(-c2cccnc2)nc2ccccc12,2.6,21.2,7.3,-20.8,-0.6,-0.1,-11.2,2.7,2.2,-11.1,10.1
CCCCn1c(N)c(N(CC(C)C)C(=O)CSCC(=O)Nc2cccc(C)c2)c(=O)[nH]c1=O,2.5,14.7,0.3,-7.2,-0.1,0.0,-9.6,0.8,3.8,-11.8,-7.7
CC(C)(C)C(=O)NCc1ccc(C(=O)CSc2nnc(C3CC3)n2C2CC2)s1,-0.6,3.7,2.7,-3.5,0.1,-0.1,8.2,4.9,-5.7,-2.6,-2.8
Nc1nnc(CC(=O)N/N=C/c2ccc(-c3ccc(Cl)cc3Cl)o2)s1,1.0,-3.7,-1.2,-6.5,-0.1,-0.1,-17.0,-16.8,1.1,-13.4,2.5
COc1ccccc1CCNC(=O)c1csc2c1CCCC2,3.1,-66.0,0.8,-0.5,0.0,0.1,-65.6,-85.5,-5.4,-12.7,-5.2
CCCCCc1cc(=O)oc2c(C(CCN3CCCC(C)C3)c3ccc(N(C)C)cc3)c(OC)cc(OC)c12 (stereo not given),2.1,94.4*,81.1*,.,-2.4,-1.3,-15.0,-6.6,0.3,38.0,-2.5
CC(=O)Nc1ccc(SCCN2CC[C@@H](O)CCC2=O)cc1,3.6,-1.2,-5.7,-10.1,-1.8,-0.1,-16.6,0.7,-2.8,-4.4,2.2
Cc1cccc(C)c1NC(=O)C/C(N)=N/O,-1.4,10.3,-3.0,-4.1,0.1,0.1,-15.6,5.1,0.6,13.0,14.3
CC(=O)Nc1cccc(C(=O)/C=C/c2cccs2)c1,1.3,-134.9,3.5,-5.4,-1.0,0.3,-13.6,-74.3,6.5,-10.1,5.7
